# Assay outcomes (PubChem BioAssay)
# bCat nuc transl: alters nuclear translocation of beta-catenin in HeLa cells; immunofluorescence imaging; nuclear translocation activity, % at 5 µM; 190,000 compounds, 0.3% hits; AID 1665;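 active = nuclear translocation activity above 50% at 5 µM, with a well cell count of 50 or more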;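 also: per-cell ratio of nuclear to cytoplasmic median beta-catenin stain intensity; plate controls were DMSO negative control for no effect and GSK-3 inhibitor IX positive control for full effect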
#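 System: Human HeLa cells, endogenous beta-catenin | Compound dosing: 5 µM primary, 0.02–20 µM confirmation | Timing: 24 h compound exposure at 37°C, 5% CO2 | Measured by: Fluorescence imaging of beta-catenin antibody stain plus DAPI | Read-out basis: % activation of per-cell nuclear versus cytoplasmic median beta-catenin signal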
# Lipid droplet: hepatic lipid droplet formation modulation | 240,000 compounds, 0.4% hits | AID 1656 | AML12 mouse hepatocytes, oleate lipid droplets, BODIPY imaging | inhibition, % at 6.5 µM;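 active = lipid droplet intensity inhibited by at least 50%, with more than 500 cells counted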
#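 Material – AML12 mouse liver cells · Also added – oleate loading, 100 µM · Compound dosing – 6.5 µM single-point dosing · Times – overnight treatment with compound plus oleate · Measured by – fluorescence imaging, 20x objective, two fields per well · Read-out – percent inhibition of filter-corrected integrated lipid droplet intensity per well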
# Dynein cargo inh: dynein cargo transport inhibition; AID 1381; z-score, hits read low; 3617.4 mouse cells, GR-EGFP nuclear translocation imaging; test concentration mostly 20 µM; stimulated with dexamethasone, 1 µM; active compounds read low; 220,000 compounds, 0.47% hits;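 active = plate z-score of nuclear minus cytoplasmic receptor signal below a set negative limit, without overly bright fluorescence or cell loss, cut at about -3.5 in these data, passing the limit was not always enough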;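 also: z-score of nuclear minus cytoplasmic ring GR-EGFP intensity difference per well; some compounds called inactive have numbers as strong as hits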
#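 Buffer or medium: tet-free, stripped-serum medium; Also added: dexamethasone, 1.0 µM final; Technique: high-content fluorescence imaging after fixation; Times: 48 h induction, 1 h compound, 30 min dex at 37 °C; Read-out: per-cell GR-EGFP intensity, nucleus versus surrounding cytoplasmic ring, well-averaged.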
# WT yeast gro inh: growth inhibition of WT yeast, mitochondrial fusion screen; mitochondrial fusion phenotypic screen, WT strain; inhibition, % at 10 µM; 190,000 compounds, 2.1% hits; AID 1362; in the data active = inhibition above about 58%; tested in S. cerevisiae
# NOD2 inhibition: NOD2 signaling inhibitors, cell-based, luminescence, uHTS, HEK293 (AID 1566) | inhibition, % at 4 µM, or EC50 in µM where a hit was titrated | HEK293 NOD2/NF-kB luciferase reporter, luminescence; higher % means a stronger effect | 290,000 compounds, 0.63% hits; in the data active = inhibition above about 50%; also: many of its hits are not listed in these tables
# Autophagy HCS: modulators of autophagy. 190,000 compounds, 0.98% hits. MEF GFP-LC3 puncta imaging; test concentration mostly 10 µM. AID 463193. calls only at 10 µM (by protocol);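 active = percentage of spot-positive cells more than 3 SD above its plate mean, without a fluorescence outlier flag or 80% toxicity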;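 also: spot-positive cell cutoff set from DMSO-treated cells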
# Insulin prom up: MIN6 insulin promoter up-regulation | MIN6 insulin promoter-GFP reporter, high-content imaging; active compounds read high | z-score at 5 µM | 190,000 compounds, 0.3% hits;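 active = z-score above 3 at 5 µM with at least 500 cells counted in the well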
# Yfh1-off respiration: mitochondrial function rescue without frataxin homolog – Friedreich's ataxia, plus single-dose screen, dose response (AID 1465). 220,000 compounds, 0.074% hits. S. cerevisiae Yfh1-off respiration, WST-1 reduction, 72 h; higher fold induction means a stronger effect. fold induction at 50 µM; hits with a dose series show EC50 in µM;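 active = fold induction of absorbance versus untreated yeast above a set limit, then at least 30% activation at any dose in follow-up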;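 also: activators that raise dye reduction in frataxin-depleted yeast; strong numbers were not always called active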
# MT stabilize HCS: microtubule stabilizers in HeLa cells; HeLa tubulin immunostaining HCS, 24 h; share of cells brighter than vehicle mean+2SD; % tubulin-high responders, % at 10 µM; 200,000 compounds, 0.83% hits;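 active = plate Z-score above 3 for both tubulin-high and condensed-nucleus cell shares, with cell loss under 80%, at 10 µM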;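 also: anti alpha tubulin signal scored within the nucleus-defined area of each cell; some results filed as inactive read as strong as hits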
# WT yeast gro inh mutant strain: recorded beside WT yeast gro inh, whose call it bears; inhibition, %; mitochondrial fusion phenotypic screen, mutant strain inhibition
# Dynein cargo inh cytoplasmic EGFP: further read-out of Dynein cargo inh, marked with its call; z-score; measured here: cytoplasmic GR-EGFP intensity; active compounds read high
# Dynein cargo inh nuclear GR-EGFP: also measured in Dynein cargo inh; calls as there; z-score; measured here: nuclear GR-EGFP intensity;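 lower value marks the stronger effect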
# Dynein cargo inh cell count: second read-out of Dynein cargo inh, no call of its own (marks repeat the call); z-score; measured here: cell count per field
# Insulin prom up cell count: further read-out of Insulin prom up, marked with its call; cell count; measured here: cytotoxicity, nuclei count;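 total cells summed across four imaged fields per well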
# Lipid droplet cells 6.5 µM: second read-out of Lipid droplet, no call of its own (marks repeat the call); cell count; measured here: cell count, cytotoxicity flag;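 cells counted across two imaged fields per well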
# bCat nuc transl cell count 5 µM: recorded beside bCat nuc transl, whose call it bears; cell count; measured here: cell count, cytotoxicity flag
# MT stabilize HCS Hoechst-high %: also measured in MT stabilize HCS; calls as there; % Hoechst-high responders; measured here: nuclear condensation Hoechst responders;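 share of cells brighter than vehicle mean plus two SD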
# MT stabilize HCS cytotoxicity %: second read-out of MT stabilize HCS, no call of its own (marks repeat the call); toxicity, %; measured here: cytotoxicity by cell density;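 0% = mean cell density of plate MIN control wells and 100% = no cells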
# Autophagy HCS cell loss 18 h: further read-out of Autophagy HCS, marked with its call; toxicity, %; measured here: cell loss, nuclei count;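 cell loss after 18 h compound exposure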
# * marks the source's active call; other numbers are inactive results; i = inactive; x = no result given.
SMILES,bCat nuc transl,bCat nuc transl cell count 5 µM,Lipid droplet,Lipid droplet cells 6.5 µM,Dynein cargo inh,Dynein cargo inh cytoplasmic EGFP,Dynein cargo inh nuclear GR-EGFP,Dynein cargo inh cell count,WT yeast gro inh,WT yeast gro inh mutant strain,NOD2 inhibition,Autophagy HCS,Autophagy HCS cell loss 18 h,Insulin prom up,Insulin prom up cell count,Yfh1-off respiration,MT stabilize HCS,MT stabilize HCS Hoechst-high %,MT stabilize HCS cytotoxicity %
O=C(NCCSCc1ccco1)Nc1ccc(Cl)cc1,-5.3,1283,-3,758,-0.61,-0.22,-0.25,0.42,-6,13,-43%,i,-1,0.45,1275,i,3.3,2.1,3.5
CCOC(=O)CC(NC(=O)c1cc2cc(Cl)cc(Cl)c2oc1=O)c1cccc([N+](=O)[O-])c1 (stereo not drawn),0.6,1033,7,709,-0.33,-0.24,-0.078,0.18,11,-10,2%,i,-2,-0.29,1472,i,2.2,3.4,9.3
O=C(N/N=C/c1cccnc1)c1cc2c(ccc3ccccc32)o1,0.1,1132,1,671,0.78,-0.0074,0.82,0.54,1,1,-4%,i,18,0.82,1794,x,3.6,1.8,0.9
Cc1ccc(C2NC(=O)Cc3ccccc32)cc1 (stereo not drawn),-1.3,1224,-1,814,0.17,-0.28,0.052,0.3,0,1,9%,i,2,-0.01,840,i,0.5,1.2,19
COc1ccc(N(CC(=O)N2CCc3ccccc32)S(=O)(=O)c2c(C)noc2C)cc1,-1.9,922,x,x,-0.1,-0.31,0.28,-0.18,8,13,9%,i,2,0.04,1311,i,3.4,2.9,2.7
O=C(O)c1ccc(N2C(=O)/C(=C/c3ccc(-c4ccc([N+](=O)[O-])cc4)o3)C=C2c2ccccc2)cc1,3.3,982,7,636,-1.5,1.6,-0.39,0.14,16,9,22%,i,-3,-1.4,1442,i,10,3.2,5.0
O=C(CN1C(=O)CNC1=O)Nc1ccc(Cl)cc1,0.1,1359,-10,582,-0.15,0.33,0.9,-0.65,x,x,7%,x,x,0.73,908,i,x,x,x
CCCN1CCC(NC(=O)Nc2ccc(OC)c(OC)c2)CC1,0.7,949,1,754,0.32,-0.13,0.57,-0.13,-10,-13,-9%,i,-8,1.3,1181,i,2.2,1.9,5.5
CC(=O)Nc1ccc2nc(NC(=O)COc3ccccc3Cl)sc2c1,-1.7,1148,4,648,-0.57,-0.18,-0.32,0.52,0,-5,-29%,i,-6,-0.76,1355,i,2.5,2.2,3.3
Cc1cccc(C(=O)N[C@H](C(=O)OCc2cc(=O)n3c(n2)sc2ccccc23)C(C)C)c1,0.9,983,0,675,0.77,-0.24,0.72,-0.97,1,-9,25%,i,-6,-0.43,1277,i,1.6,4.5,13
Cc1cnc(NC(=O)CSc2nnc(COc3ccccc3)o2)s1,-0.6,1329,-14,784,-0.53,-0.3,-0.24,0.73,x,x,-11%,x,x,0.04,1048,i,x,x,x
CCOC(=O)c1c(C)[nH]c2cc(Br)c(O)cc12,1.8,1071,x,x,-0.24,-0.28,0.53,0.52,-1,5,-2%,i,-45,-0.12,1161,i,3.1,3.3,3.7

# Two compounds from above, reduced to Dynein cargo inh cytoplasmic EGFP, Yfh1-off respiration and MT stabilize HCS Hoechst-high %.
Molecule	Dynein cargo inh cytoplasmic EGFP	Yfh1-off respiration	MT stabilize HCS Hoechst-high %
Cc1cccc(C(=O)N[C@H](C(=O)OCc2cc(=O)n3c(n2)sc2ccccc23)C(C)C)c1	-0.24	i	4.5
O=C(N/N=C/c1cccnc1)c1cc2c(ccc3ccccc32)o1	-0.0074	x	1.8

# Going on with the list.
SMILES,bCat nuc transl,bCat nuc transl cell count 5 µM,Lipid droplet,Lipid droplet cells 6.5 µM,Dynein cargo inh,Dynein cargo inh cytoplasmic EGFP,Dynein cargo inh nuclear GR-EGFP,Dynein cargo inh cell count,WT yeast gro inh,WT yeast gro inh mutant strain,NOD2 inhibition,Autophagy HCS,Autophagy HCS cell loss 18 h,Insulin prom up,Insulin prom up cell count,Yfh1-off respiration,MT stabilize HCS,MT stabilize HCS Hoechst-high %,MT stabilize HCS cytotoxicity %
Cc1[nH]c(=O)[nH]c(=O)c1/C=N/NC(=O)[C@@H](NC(=O)OC(C)(C)C)C(C)C,-1.6,1432,x,x,-0.86,-0.2,-0.54,-0.44,-14,-2,5%,i,-27,-0.34,1429,i,1.7,1.8,6.1
Cc1cccc(COc2ccc(/C(O)=C3\C(=O)C(=O)N(CCN(C)C)C3c3ccncc3)cc2)c1 (stereo not drawn),0.4,1363,x,x,-0.34,-0.19,-0.57,0.38,-15,-6,-8%,i,1,-0.6,1611,i,0.9,1.1,4.1
CN(Cc1ccccc1)C(=O)COC(=O)c1ccc2c(c1)OCO2,-2.0,1077,-6,656,-2.1,-0.2,-0.55,0.5,4,-5,-4%,i,2,0.22,1813,i,3.3,3.3,2.6
C/C(O)=C(\C#N)c1nnc2n1CCCCC2,-3.0,1140,x,x,-0.55,-0.14,-0.068,0.7,7,15,12%,i,13,0.98,1334,i,2.8,2.6,0.3
COc1ccc(C([O-])=Nc2ccc[n+](-c3nc4ccccc4nc3NS(=O)(=O)c3ccccc3)c2)cc1,1.3,1299,2,752,-0.18,-0.25,-0.13,0.41,x,x,3%,x,x,-0.09,1475,i,x,x,x
Cc1cc(C)nc(SCCn2c(N3CCOCC3)nc3c2c(=O)[nH]c(=O)n3C)n1,-0.9,1064,2,708,0.97,-0.39,-0.12,0.42,20,3,5%,i,2,-0.42,1378,i,1.5,2.1,0.5
O=C(OC1CCCCC1=O)c1ccc(S(=O)(=O)Nc2ccccc2)cc1 (stereo not drawn),-0.1,1079,-3,702,-2.2,0.013,-0.95,0.5,8,5,8%,i,-26,0.58,1095,i,2.0,2.1,13
Cc1ccc(NC(=O)CN2C(=O)NC(C)(c3ccc(Cl)cc3)C2=O)cc1S(=O)(=O)N1CCOCC1 (stereo not drawn),-2.0,934,5,686,1.1,0.14,1.4,-2.1,-12,-10,-69%,i,7,0.09,1323,i,12,23,31
CC(SCc1cn2cc(Cl)ccc2n1)C(=O)O (stereo not drawn),2.2,1355,x,x,-0.19,-0.23,-0.92,-0.073,-7,-12,4%,i,1,-1.1,1398,i,2.2,2.2,4.8
OCCN(Cc1ccccc1)Cc1ccc(F)c(F)c1,-3.8,1171,8,785,-0.1,-0.3,-0.27,0.47,-8,8,-9%,i,7,0.02,1240,i,4.6,3.4,9.6
CCN(CC)c1c([N+](=O)[O-])c(=O)oc2ccccc12,0.8,1521,6,688,-0.28,-0.21,-0.2,0.24,-12,13,7%,i,-2,0.76,1372,i,2.2,1.3,8.2
CCN(C(=O)c1ccccc1)c1ccc([N+](=O)[O-])cc1,x,x,-15,608,0.56,-0.072,0.36,-1,-4,-17,-1%,i,4,0.35,1345,i,4.8,2.9,4.2
CC(C)Cn1c(N)c(S(=O)(=O)c2cccs2)c2nc3ccccc3nc21,-4.3,1056,-16,755,-0.13,-0.33,0.21,0.043,1,-6,-28%,i,7,0.22,825,i,2.8,1.7,5.6
COCCCn1c(SCC(=O)NC(C)(C)C)nnc1-c1ccccc1,-0.5,1028,2,558,1.5,-0.2,0.87,-0.93,66*,-3.7*,3%,i,7,0.06,1810,x,2.2,1.6,5.1
O=C(CSc1nc2ccccc2s1)NC1CCS(=O)(=O)C1 (stereo not drawn),-0.4,977,-1,760,2.2,-0.0019,1.8,-1.1,15,15,5%,i,4,-0.51,1295,i,1.5,1.3,5.2
C=CCn1c(COc2ccc(Cl)cc2)nnc1SCC(=O)N/N=C/c1ccccc1,x,x,x,x,-0.94,-0.082,-0.88,0.29,11,7,13%,i,16,x,x,i,1.8,1.5,9.6
COc1ccc(-n2c(SC3CCOC3=O)nc3ccccc3c2=O)cc1OC (stereo not drawn),-2.7,751,x,x,-0.24,-0.47,0.0054,-0.36,0,5,9%,i,8,0.83,1261,i,3.4,1.6,5.2
O=C(Nc1ccccc1)c1ccc(NC2CCCCC2)c(S(=O)(=O)N2CCOCC2)c1,x,x,4,751,1.4,-0.2,0.78,0.054,25,3,3%,i,1,0.07,1020,i,3.1,1.5,3.9
CCOC(=O)c1c(C)nn(-c2ncccc2NC(=O)NC(C)C)c1C,0.2,1124,1,736,-0.33,-0.12,-0.12,0.54,x,x,16%,x,x,0.27,1509,i,x,x,x
CCCS(=O)(=O)NCc1cn2cccc(C)c2n1,-0.8,1171,-4,723,0.58,-0.21,0.46,-0.42,1,-3,-5%,i,6,0.61,1271,i,3.1,1.1,2.6
N#Cc1ccc(-c2cccnc2)nc1SCc1ccc(Cl)c(Cl)c1,0.7,945,4,638,-0.072,-0.22,-0.26,0.69,75*,27*,-30%,i,30,x,x,i,3.0,3.0,7.7
CNC(=O)CSCc1c(F)cccc1Cl,3.1,1096,-21,726,1.6,-0.19,1.4,-1.4,7,-11,4%,i,-6,x,x,i,5.0,2.3,3.8
CC(=O)Nc1ccc(C(=O)OCc2ccccc2Cl)cc1,-0.1,1164,-13,639,0.83,-0.25,0.14,-0.74,53,27,-2%,i,15,0.12,1529,i,4.1,1.5,7.0
COc1ccc(OC)c2c(C)cc(N3CCN(C(=O)c4ccc(F)cc4)CC3)nc12,-3.5,1176,0,747,-0.38,-0.22,-0.27,-0.33,9,6,10%,i,-2,0.16,1269,i,2.1,0.1,23
Cc1nc(NCC2CCCO2)c2nnn(Cc3ccccc3Cl)c2n1 (stereo not drawn),-1.7,942,x,x,0.22,-0.21,0.92,0.5,3,15,18%,i,14,0.38,1133,i,3.7,2.1,7.6

# Some of the compounds tested; count on the stated rates, not on these rows.
